AID2073: inhibitors of Mint1-CaV2.2 protein interaction, biochemical, HTRF (AID 2073) | actives 0.19% (n = 290,000) | Voltage-dependent N-type calcium channel subunit alpha-1B (Homo sapiens) | one-dose inhibition, % at 20 µM; IC50 in µM for titrated hits | HTRF protein-protein interaction, Mint1-CaV2.2; higher % means a stronger effect; in the data active = inhibition mostly above about 51%, no sharp cut-off; inconclusive = no clear call, values can overlap the other calls; inactive = mostly below about 53%; note: some results filed as inactive read as strong as hits
NTR1 ag: agonists of NTR1, primary screen, imaging, U2OS cells, beta-arrestin-GFP, high content (AID 493036). actives 0.17% (n = 330,000). NTR1-U2OS beta-arrestin-GFP spot imaging, agonist mode. activation, % at 20 µM. Neurotensin receptor type 1 (Homo sapiens), P30989;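 active = activation at or above 40% of the spot to cytoplasm intensity ratio, with at least 20 cells analyzed; inconclusive = wells under 20 cells, flagged as cytotoxic or low count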;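 note: 0% = DMSO without peptide and 100% = 100 nM NTR1 peptide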
Target sequence (P30989 whole entry, looked up): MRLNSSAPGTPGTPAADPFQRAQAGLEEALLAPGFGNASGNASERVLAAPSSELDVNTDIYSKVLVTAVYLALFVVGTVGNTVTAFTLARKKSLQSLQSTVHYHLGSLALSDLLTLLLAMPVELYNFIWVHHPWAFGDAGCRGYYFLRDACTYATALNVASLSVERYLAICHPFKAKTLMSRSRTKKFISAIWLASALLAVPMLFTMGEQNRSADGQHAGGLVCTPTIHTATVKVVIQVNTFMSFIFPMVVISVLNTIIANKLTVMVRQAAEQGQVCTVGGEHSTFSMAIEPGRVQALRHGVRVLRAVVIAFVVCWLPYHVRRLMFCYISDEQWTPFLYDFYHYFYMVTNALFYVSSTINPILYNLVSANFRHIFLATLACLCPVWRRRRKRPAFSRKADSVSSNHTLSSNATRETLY
MgcRacGAP inhibition: MgcRacGAP GTPase-activating activity inhibitors, confirmation, biochemical, ADP Hunter fluorescence; MgcRacGAP-stimulated Rac1 GTP hydrolysis, ADP Hunter fluorescence; higher % means a stronger effect; GST-tagged Rac1 F28L mutant substrate; inhibition, % at 30 µM; hits with a dose series show IC50 in µM; actives 0.6% (n = 340,000);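 active = first-screen hits whose inhibition reached a set limit at any dose in the follow-up dose series; inconclusive = inhibition above the set first-screen limit but never retested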;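 note: fluorescence reports GDP produced by GAP-driven GTP hydrolysis; strong numbers were not always called active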
GPR55 LPI antagonism: GPR55 antagonists blocking LPI-driven arrestin recruitment, primary screen, imaging, U2OS, beta-arrestin-GFP, LPI agonist (AID 2013); G-protein coupled receptor 55 (Homo sapiens); inhibition, % at 10 µM, or IC50 in µM where a hit was titrated; actives 0.13% (n = 290,000); U2OS GPR55 beta-arrestin-GFP translocation imaging, LPI antagonism; higher % means a stronger effect;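 active = spots per cell inhibited over 60%, with over 100 cells counted and total cytoplasm intensity under 500,000; inconclusive = wells with under 100 cells, flagged as likely toxic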;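 note: U2OS cells stably carrying GPR55 and arrestin-GFP stimulated by 5 µM LPI near EC80; imaged beta-arrestin-GFP aggregate spots per cell after agonist stimulation; plate controls were LPI-stimulated DMSO wells for no effect and DMSO wells without LPI for full effect; some results filed as inactive read as strong as hits; confirmed hits need IC50 under 10 µM and bright autofluorescent wells are also inconclusive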
GPR35 arrestin U2OS: GPR35 antagonists blocking zaprinast-driven arrestin recruitment, primary screen, imaging, U2OS, beta-arrestin-GFP, zaprinast agonist (AID 2058); G-protein coupled receptor 35 (Homo sapiens); U2OS GPR35 beta-arrestin-GFP translocation imaging, zaprinast antagonism; higher % means a stronger effect; inhibition, % at 10 µM, or IC50 in µM where a hit was titrated; actives 0.052% (n = 290,000);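 active = inhibition of at least 50% with at least 30 cells and total cytoplasm GFP at most 10,000,000; inconclusive = under 30 cells or total GFP of 10,000,000 plus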
SV40 large T antigen: SV40 large T antigen inhibitors, biochemical (AID 1903); actives 0.39% (n = 310,000); SV40 large T antigen ATPase/helicase inhibition assay; higher % means a stronger effect; inhibition, % at 20 µM; hits with a dose series show IC50 in µM; in the data active = a potency from the dose series; inconclusive = inhibition mostly from about 32% at the one dose, without a potency; inactive = the rest, 99 in 100 with inhibition below about 32%; note: strong numbers were not always called active
Dengue-2 NS5 capping: Dengue-2 NS5 methyltransferase inhibitors, primary screen, biochemical, confirmation dose response (AID 588689) | Genome polyprotein (Dengue virus type 2 (strain 16681-PDK53)) | Dengue-2 NS5 methyltransferase capping enzyme assay, biochemical; higher % means a stronger effect | inhibition, % at 25 µM; hits with a dose series show IC50 in µM | actives 0.3% (n = 340,000); in the data active = a potency from the dose series; inconclusive = inhibition above about 29% without an active follow-up result
GPR55 beta-arrestin: GPR55 agonists via beta-arrestin recruitment, primary screen, imaging, U2OS cells, beta-arrestin-GFP redistribution (AID 1961) | actives 0.048% (n = 290,000) | activation, % at 10 µM; hits with a dose series show EC50 in µM | U2OS GPR55 beta-arrestin-GFP redistribution imaging; higher % means a stronger effect;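 active = activation above 40% with more than 50 cells counted in the well; inconclusive = wells holding fewer than 50 cells, flagged as toxic or sparse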;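 note: U2OS osteosarcoma cells stably expressing GPR55 and beta-arrestin-GFP; plate controls were DMSO negative control for no effect and LPI positive control for full effect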
Yfh1-off respiration: enhancers of respiration in Yfh1-depleted yeast, dose response, Friedreich's ataxia, plus single-dose screen (AID 1465); S. cerevisiae Yfh1-off respiration, WST-1 reduction, 72 h; higher fold induction means a stronger effect; one-dose fold induction at 50 µM; EC50 in µM for titrated hits; actives 0.074% (n = 220,000);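 active = fold induction of absorbance versus untreated yeast above a set limit, then at least 30% activation at any dose in follow-up; inconclusive = repeats straddling the limit, or above it without dose testing; inactive = fold induction below the set limit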;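 note: activators that raise dye reduction in frataxin-depleted yeast; strong numbers were not always called active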
NTR1 ag cell count 20 µM: also measured in NTR1 ag; calls as there; cell count; measured here: cell count, cytotoxicity flag
The depositor's hits bear a star; i = inactive; ? = inconclusive; . = no result given.

SMILES	AID2073	NTR1 ag	NTR1 ag cell count 20 µM	MgcRacGAP inhibition	GPR55 LPI antagonism	GPR35 arrestin U2OS	SV40 large T antigen	Dengue-2 NS5 capping	GPR55 beta-arrestin	Yfh1-off respiration
O=S1(=O)C=CC(Nc2cccc(Cl)c2)C1 (stereo unspecified)	-4%	-1.1	48	6%	11%	-4%	16%	-9%	-0.2%	i
CC(C)(C)NC(=O)CSc1nc2[nH]ncc2c(=O)[nH]1	3%	-0.6	78	9%	-2%	9%	14%	-10%	0.3%	i
CCCC(=O)Nc1ccc(C(=O)Nc2cc(C(F)(F)F)ccc2Cl)cc1	10%	1.7	43	11%	5%	-18%	-4%	-1%	-0.1%	i
CC(=O)c1ccc(NC(=O)C(C)Sc2n[nH]c(-c3cccnc3)n2)cc1 (stereo unspecified)	1%	0.7	49	4%	5%	-4%	8%	-7%	-0.1%	.
CSc1ccc(C2C(C#N)=C(N)Oc3cc4c(cc32)OCO4)cc1 (stereo unspecified)	0%	2.2	62	-3%	-1%	-5%	-4%	1%	-0.2%	i
COc1ccc(C(=O)NC(C)CCn2cccn2)cc1OC1CCN(C(C)C)CC1 (stereo unspecified)	4%	-0.4	55	6%	16%	7%	7%	-8%	-0.1%	.
O=C(Nc1ccc(Oc2cccnc2)cc1)c1cccc([N+](=O)[O-])c1	0%	4.9	47	4%	10%	-17%	-8%	-6%	0.2%	i
CCOC(=O)c1ccc(NS(=O)(=O)c2cc3c(cc2C)NC(=O)CO3)cc1	7%	0.5	67	6%	-2%	0%	.	-3%	0.0%	.
N#C/C(=C\c1c(Oc2ccccc2Cl)nc2ccccn2c1=O)C(=O)NC1CCS(=O)(=O)C1 (stereo unspecified)	25%	-0.1	57	11%	-1%	6%	6%	-4%	0.9%	.
Cc1cccc(OCc2nnc3n2CCCCC3)c1	-4%	-0.8	80	1%	-5%	1%	12%	-7%	-0.1%	i
Cc1ccc(-c2nn[nH]n2)cc1	-16%	-1.6	76	4%	9%	6%	3%	-2%	-0.2%	i
Nc1ccc(OCc2ccccc2)cc1	7%	2.4	61	?	-2%	1%	25%	-6%	0.9%	i
Cc1ccc(S(=O)(=O)CCSc2ccc(C(F)(F)F)cn2)cc1	6%	1.1	51	.	7%	2%	4%	.	-0.2%	i
Cn1c(=O)cc(SCC(=O)Nc2ccc3c(c2)OCO3)c2ccccc21	5%	0.3	104	6%	8%	-5%	18%	-2%	0.0%	i
Cc1nc(COc2ccc(C(=O)Nc3ccccc3N3CCOCC3)cc2)cs1	2%	0.1	64	6%	3%	3%	7%	-7%	-0.1%	.
O=C(Cc1ccc(S(=O)(=O)N2CCOCC2)s1)NCC1CCCCC1	-4%	-1.3	63	4%	5%	-4%	6%	4%	-0.1%	i
COc1ccc(NC(=O)CSc2nncc(=O)n2N)cc1OC	-2%	0.6	98	8%	10%	-6%	10%	-6%	-0.1%	.
Cc1ccc(S(=O)(=O)N(C)C)cc1NC(=O)COC(=O)CNC(=O)c1cccs1	.	-1.4	67	9%	.	.	19%	7%	.	.
COC(=O)c1ccc(C(=O)OC)c(NC(=O)C2CC2)c1	7%	0.0	48	3%	1%	2%	10%	-5%	0.9%	i
CC1CC(NC(=O)c2cnc3n(c2=O)CCS3)CC(C)(C)C1 (stereo unspecified)	6%	4.6	69	8%	0%	1%	1%	-1%	0.2%	i

The final 2 compounds of the part before lead into the next:
SMILES	AID2073	NTR1 ag	NTR1 ag cell count 20 µM	MgcRacGAP inhibition	GPR55 LPI antagonism	GPR35 arrestin U2OS	SV40 large T antigen	Dengue-2 NS5 capping	GPR55 beta-arrestin	Yfh1-off respiration
COC(=O)c1ccc(C(=O)OC)c(NC(=O)C2CC2)c1	7%	0.0	48	3%	1%	2%	10%	-5%	0.9%	i
CC1CC(NC(=O)c2cnc3n(c2=O)CCS3)CC(C)(C)C1 (stereo unspecified)	6%	4.6	69	8%	0%	1%	1%	-1%	0.2%	i
CC(C)N(CCNS(=O)(=O)c1ccc(Cl)cc1)C(C)C	5%	2.2	81	-1%	7%	3%	2%	1%	0.5%	i
Cc1ccc(NC(=O)CCc2ccc(C)o2)c(Br)c1	9%	0.0	61	-4%	0%	0%	7%	-1%	-0.2%	.
Cc1cccc(N2Cc3ccccc3C2=NC(=O)c2ccc(Cl)nc2)c1	1%	-0.6	69	11%	14%	1%	2%	-14%	-0.2%	i
O=C(CSc1nnc(-c2cc3ccccc3cc2O)n1Cc1ccco1)c1ccc(F)cc1	14%	10	80	10%	2%	-16%	20%	-10%	-0.2%	i
O=C(O)CCCC(=O)N1CCN(c2nc(-c3ccccc3Cl)c3cc(Br)ccc3n2)CC1	36%	-0.6	101	8%	12%	-10%	11%	-2%	0.7%	.
CCCCOc1cccc(C(=O)NC(=S)Nc2cccc(NC(=O)c3ccccc3Cl)c2)c1	6%	0.2	51	9%	16%	5%	8%	-5%	-0.3%	i
CCCCC(=O)Nc1ncc2c(n1)CC(C)(C)CC2=O	-4%	0.1	52	3%	-8%	4%	26%	-1%	-0.1%	i
CC1CCN(S(=O)(=O)c2nnc(NC(=O)COc3ccccc3F)s2)CC1	11%	1.4	97	9%	16%	2%	0%	5%	0.5%	.
COc1cc(SC)ccc1C(=O)NCc1ccc(C)cc1	0%	-0.4	48	5%	6%	6%	-10%	-1%	-0.1%	i
CSc1ccc(Cn2nnc(C(=O)NCc3ccccc3)c2N)cc1	6%	5.4	72	-1%	-2%	-3%	6%	3%	-0.3%	i
Cc1cc(N2CCN(c3ccc(C(F)(F)F)cc3[N+](=O)[O-])CC2)c2ccccc2n1	4%	20	70	8%	20%	-5%	-2%	2%	-0.1%	.
CCN1CCc2nc(NC(=O)C(c3ccccc3)c3ccccc3)sc2C1	0%	0.5	55	-5%	4%	19%	8%	-8%	0.0%	i
COCCCn1c(=O)c2sccc2n2c(CCCC(=O)NCc3ccccc3OC)nnc12	7%	1.2	58	11%	7%	2%	7%	-4%	-0.1%	.
COC(=O)C1=C(C)NC(=S)NC1/C=C/c1ccccc1 (stereo unspecified)	-13%	-0.5	52	4%	-5%	0%	59%	-16%	-0.6%	i
O=C(NCCc1ccccc1)c1ccc(OCCOc2ccccc2)cc1	6%	-0.5	65	4%	-21%	-4%	-1%	2%	0.1%	i
CCc1ccccc1N(CC(=O)NCc1ccccc1)C(=O)CCC(=O)Nc1ccccn1	-1%	3.8	54	12%	-4%	1%	4%	-2%	0.2%	.
CSC1=C(C#N)C(c2ccc(C)cc2)C2=C(CCCC2=O)N1 (stereo unspecified)	15%	-1.9	78	8%	-4%	-12%	0%	-1%	0.1%	i
COc1ccc(CCNC(=S)NC(=O)c2c(-c3ccccc3Cl)noc2C)cc1OC	-4%	0.0	47	.	-13%	-9%	4%	.	-0.1%	i
COc1ccc(CCNS(=O)(=O)c2cccc3cccnc23)cc1OC	6%	0.6	63	8%	4%	-4%	8%	-4%	-0.1%	i
CCc1ccc(NC(=O)C(=O)NCC2CCCN2S(=O)(=O)c2cccs2)cc1 (stereo unspecified)	.	2.2	65	10%	.	.	6%	3%	.	.

Single values from the results shown.
SV40 large T antigen with CCCCC(=O)Nc1ncc2c(n1)CC(C)(C)CC2=O → 26%
MgcRacGAP inhibition with CCc1ccc(NC(=O)C(=O)NCC2CCCN2S(=O)(=O)c2cccs2)cc1 (stereo unspecified) → 10%
SV40 large T antigen with Cc1ccc(-c2nn[nH]n2)cc1 → 3%
NTR1 ag cell count 20 µM with CCCCOc1cccc(C(=O)NC(=S)Nc2cccc(NC(=O)c3ccccc3Cl)c2)c1 → 51
AID2073 with CCCC(=O)Nc1ccc(C(=O)Nc2cc(C(F)(F)F)ccc2Cl)cc1 → 10%
GPR55 beta-arrestin with O=C(NCCc1ccccc1)c1ccc(OCCOc2ccccc2)cc1 → 0.1%

Results in MgcRacGAP inhibition, for some of the entries so far:
| structure | MgcRacGAP inhibition |
| --- | --- |
| COc1ccc(CCNS(=O)(=O)c2cccc3cccnc23)cc1OC | 8% |
| O=C(O)CCCC(=O)N1CCN(c2nc(-c3ccccc3Cl)c3cc(Br)ccc3n2)CC1 | 8% |

(continued)
SMILES	AID2073	NTR1 ag	NTR1 ag cell count 20 µM	MgcRacGAP inhibition	GPR55 LPI antagonism	GPR35 arrestin U2OS	SV40 large T antigen	Dengue-2 NS5 capping	GPR55 beta-arrestin	Yfh1-off respiration
O=C1CCc2cc(S(=O)(=O)NCCC(=O)NC3CCCCC3)ccc2N1	-1%	-1.1	67	0%	20%	5%	17%	-3%	-0.1%	.
CN(C1CCCC1)C1CCN(C(=O)CNC(=O)/C=C/c2cccc(C(F)(F)F)c2)CC1	10%	0.2	84	6%	32%	2%	4%	-4%	0.5%	i
Cc1sc2nc(CN3CCCC3)nc(NCc3ccncc3)c2c1C	22%	-0.9	72	-14%	9%	-8%	8%	-2%	0.1%	i
CN(CC(=O)Nc1ccc(N2CCOCC2)cc1)C(=O)CC(c1ccccc1)c1ccccc1	6%	0.2	65	3%	11%	-6%	5%	3%	-0.4%	i
CC(C)(C)c1ccc(OC(=O)Nc2ccc(O)c(C(=O)O)c2)cc1	25%	3.4	67	8%	2%	26%	0%	11%	1.0%	i
CCOC(=O)C1=C(COC(=O)CCNS(=O)(=O)c2ccc(NC(C)=O)cc2)NC(=O)NC1C (stereo unspecified)	.	2.2	63	1%	.	.	2%	5%	.	.
COC(=O)c1ccccc1N=C(SC)N(C)C	-23%	1.1	85	2%	10%	15%	10%	-1%	-0.4%	i
CN1CCN(CC#CCn2c3ccccc3c3ccccc32)CC1	28%	-1.3	65	1%	1%	7%	2%	-5%	-0.1%	i
CC(NCC(O)COc1ccc(S(=O)(=O)N2CCOCC2)cc1)c1ccccc1 (stereo unspecified)	-5%	1.0	51	1%	3%	-10%	7%	-6%	-0.5%	i

Screens as filed in PubChem.
